# Assay outcomes as filed in PubChem BioAssay.
# CHO-K1 Ca antag = M1 antagonist counterscreen hit in parental CHO-K1 cells | inhibition, % at 3 µM | ATP-induced calcium, Fluo-8 fluorescence | hit rate 0.6% among 360,000;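 active = inhibition above a per-plate cutoff, the plate's mean sample inhibition plus 3 SD, cut at about 24% in these data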;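 note: 0% = DMSO plus EC80 ATP and 100% = DMSO alone without ATP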
# M5 antag = antagonists of human muscarinic M5 receptor (CHRM5); P08912; CHO-hM5 cells, Fluo-8 calcium fluorescence, ACh EC80; inhibition, % at 3 µM; hit rate 0.59% among 360,000;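 active = inhibition above a per-plate cutoff, the mean of that plate's test compounds plus 3 SD, cut at about 27% in these data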;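 note: 0% = acetylcholine EC80 with DMSO and 100% = DMSO without agonist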
# Target sequence (P08912 whole entry, looked up): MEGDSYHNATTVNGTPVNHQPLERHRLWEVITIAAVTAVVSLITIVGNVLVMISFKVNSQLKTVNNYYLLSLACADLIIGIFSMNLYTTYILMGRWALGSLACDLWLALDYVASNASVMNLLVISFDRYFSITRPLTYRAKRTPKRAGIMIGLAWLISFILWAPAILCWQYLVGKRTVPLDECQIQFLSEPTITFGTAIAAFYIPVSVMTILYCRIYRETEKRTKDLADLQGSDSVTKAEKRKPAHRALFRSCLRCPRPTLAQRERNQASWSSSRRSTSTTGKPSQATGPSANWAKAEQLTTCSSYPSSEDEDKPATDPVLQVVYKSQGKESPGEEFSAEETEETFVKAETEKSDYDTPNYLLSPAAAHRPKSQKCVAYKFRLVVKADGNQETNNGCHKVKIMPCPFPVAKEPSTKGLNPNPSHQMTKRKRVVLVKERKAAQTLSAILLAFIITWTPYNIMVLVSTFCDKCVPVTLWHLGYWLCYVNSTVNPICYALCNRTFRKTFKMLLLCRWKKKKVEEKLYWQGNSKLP
# CHRM5 PAM = positive allosteric modulators of human muscarinic M5 receptor | P08912 | hit rate 0.3% among 360,000 | AID 624038 | CHO-K1 hM5, Fluo-8 calcium, ACh EC20 PAM; 0% = ACh EC20, 100% = ACh EC100 | activation, % at 3 µM;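 active = activation above the run cutoff, the mean activation of all test compounds plus 3 SD, cut at about 18% in these data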
#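 Test system: CHO-K1 hM5 cells / Doses: single-point, 3 µM nominal / Times: Post-acetylcholine fluorescence recording 140 s / Technique: Fluo-8 calcium fluorescence / Measure: Max/basal fluorescence ratio as % of EC20–EC100 ACh window / Benchmarks: low control EC20 acetylcholine (0%), high control EC100 acetylcholine (100%) / Replicates: one well per compound, no replicates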
# M4 PAM = potentiates acetylcholine response at human M4 receptor. hit rate 0.4% among 360,000. P08173. CHO-K1 hM4/Gqi5, Fluo-8 calcium fluorescence, ACh EC20; 0% = ACh EC20, 100% = maximal ACh. activation, % at 3 µM;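 active = activation above its plate's cutoff, the mean activation of sample wells plus 3 SD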; note: some results filed as inactive read as strong as hits
# Target sequence (P08173 whole entry, looked up): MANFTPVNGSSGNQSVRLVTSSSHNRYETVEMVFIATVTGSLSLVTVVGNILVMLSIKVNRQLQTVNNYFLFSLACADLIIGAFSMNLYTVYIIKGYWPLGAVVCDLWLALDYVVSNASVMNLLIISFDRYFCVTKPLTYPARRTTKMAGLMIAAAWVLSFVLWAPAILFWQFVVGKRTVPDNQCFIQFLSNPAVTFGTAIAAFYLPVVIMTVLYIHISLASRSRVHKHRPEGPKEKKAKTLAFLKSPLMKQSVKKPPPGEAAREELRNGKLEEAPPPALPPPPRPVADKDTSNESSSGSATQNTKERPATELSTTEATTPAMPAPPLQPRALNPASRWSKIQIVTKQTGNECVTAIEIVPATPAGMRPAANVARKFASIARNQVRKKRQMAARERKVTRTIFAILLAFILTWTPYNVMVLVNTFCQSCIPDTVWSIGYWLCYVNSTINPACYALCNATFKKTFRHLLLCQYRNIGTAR
# CHO-K1 Ca ag = counter-screen for M1 agonists: effect in parental CHO-K1 cells | Fluo-8 calcium fluorescence; scaled to maximal ATP response, vehicle zero | hit rate 0.48% among 360,000 | AID 602248 | activation, % at 3 µM; in the data active = activation above about 15%;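 note: untransfected CHO-K1 host cells lacking M1 receptor as counterscreen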
# M1 PAM parental = counter-screen for M1 PAMs: effect in parental CHO-K1 cells; AID 602247; hit rate 0.02% among 360,000; ATP EC20, Fluo-8 calcium fluorescence; 0% at ATP EC20, 100% at ATP max; activation, % at 3 µM;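 active = activation above the run cutoff, the mean activation of all test compounds plus 3 SD, cut at about 40% in these data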;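 note: peak over basal fluorescence ratio in a 140 s read after ATP addition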
# CHRM4 antagonist = CHRM4 antagonism in calcium assay. AID 624125. inhibition, % at 3 µM. CHO-hM4 cells, ACh EC80, Fluo-8 calcium fluorescence. hit rate 0.73% among 360,000;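 active = inhibition above its plate's cutoff, the mean inhibition of sample wells plus 3 SD, cut at about 27% in these data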;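 note: 0% = acetylcholine EC80 with DMSO and 100% = DMSO without agonist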
# CHRM5 agonist = agonists of human muscarinic M5 receptor (CHRM5). P08912. CHO-K1 hM5 cells, Fluo-8 calcium fluorescence; 0% DMSO wells, 100% maximal acetylcholine response. activation, % at 3 µM. hit rate 0.19% among 360,000. AID 624037;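 active = activation above the run's mean over test compounds plus 3 SD, cut at about 23% in these data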;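 note: signal is peak over basal fluorescence ratio across the kinetic read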
# M4 ag = CHRM4 agonism in calcium assay; P08173; CHO-K1 hM4/Gqi5, Fluo-8 calcium fluorescence; vehicle 0%, full acetylcholine response 100%; activation, % at 3 µM; hit rate 0.14% among 360,000; AID 624127;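 active = activation above the run mean over all test wells plus 3 SD, cut at about 32% in these data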;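 note: peak over basal fluorescence ratio per well then scaled between controls; 0% = DMSO wells and 100% = acetylcholine at EC100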
# * hit, by the source's call; / = not tested or not shown.
# The line under a structure holds: CHO-K1 Ca antag	M5 antag	CHRM5 PAM	M4 PAM	CHO-K1 Ca ag	M1 PAM parental	CHRM4 antagonist	CHRM5 agonist	M4 ag
CCOC(=O)c1c[nH]n(-c2ccccc2)c1=O
→ -1	7	2	5	0.5	16	5	-2	0
COc1cc(/C=N/n2c(-c3n[nH]c4c3CCC4)n[nH]c2=S)ccc1O
→ -9	1	-12	2	0.1	-1	4	-4	1
NC(=O)N1CCCC1C(=O)Nc1ccc(Cl)c(Cl)c1 (centres undefined)
→ 9	-5	-2	-7	2.4	0	-7	3	5
CCCC(CC)Sc1nc2c([nH]1)c(=S)n(C)c(=O)n2C (centres undefined)
→ -13	12	-6	2	0.0	10	-10	-2	4
C=C(C)CN1C(=O)C2(OCCO2)c2cc(Br)ccc21
→ -5	-11	9	-2	0.3	13	2	3	-1
CCC[C@@H]1C=C(C(=O)OCC)[C@H](c2ccccc2)N1S(=O)(=O)c1ccc(C)cc1
→ 8	-3	-4	-7	0.8	6	-7	-1	-2
CC(=O)NC(CC(=O)Nc1nc(-c2ccccc2)c(C(C)=O)s1)c1ccccc1 (centres undefined)
→ -6	6	-5	-4	1.6	8	10	-2	4
COc1ccc(S(=O)(=O)N2CCN(C)CC2)cc1Br
→ -7	5	-1	-2	-0.2	18	-1	-6	0
CC12CCCCN1CCCc1c2[nH]c2ccccc12 (centres undefined)
→ -21	0	-8	-12	0.8	-1	0	-5	1
CCN(c1ccccc1)S(=O)(=O)c1ccc(OC)c(NC(=O)c2ccco2)c1
→ 0	0	-2	-2	1.4	-4	-12	0	4
COP(=O)(CC(=O)c1ccccc1)CC(=O)c1ccccc1
→ 8	-12	6	9	-0.2	-9	-3	0	2
CCOC(=O)N1CCC(NC(=O)c2ccc3c(c2)N(Cc2ccc(F)cc2)CCS3)CC1
→ 8	3	-2	2	0.0	1	-1	0	5
Cc1ccc(NC(=O)C2CCCN(S(=O)(=O)c3cccnc3)C2)c(C)c1 (centres undefined)
→ -12	22	-5	1	1.9	3	5	-4	1
COc1ccc(N2C(=O)C(C)(C)C2c2c(O)ccc3ccccc23)cc1 (centres undefined)
→ -7	11	-5	-3	0.5	-1	3	-4	0
Cc1ccc(-n2c(SCC(N)=O)nc3c([nH]c4ccccc43)c2=O)cc1
→ -2	0	-7	-2	0.8	17	-12	2	3
Cc1c(C(=O)N2CCN(c3ccc(F)cc3)CC2)oc2c1C(=O)CCC2
→ -9	-2	-5	-5	7.1	10	1	0	12
CC(C)c1cc(Cn2c3ccccc3c(=O)n2C(C)C)on1
→ -26	10	-3	0	1.5	29	-2	-5	1
CSc1nc(SCCN(C)C)c2c3c(sc2n1)COC(C)(C)C3
→ -15	-7	17	7	0.4	10	-14	-1	52*
COC(=O)[C@]12CCCCC=C1N(Cc1ccc3c(c1)OCO3)C(=O)[C@H](CC(=O)NCc1ccccc1)C2
→ /	11	-9	-4	/	/	-13	3	17
CCn1cc([N+](=O)[O-])c(C(=O)Nc2c(C)nn(Cc3cccc(F)c3)c2C)n1
→ -10	0	5	4	0.6	23	7	-1	1
Cc1ccc(C(=O)CN(C(=O)c2ccc(Cl)cc2)N2C(=O)CCC2=O)cc1
→ -3	7	1	10	0.4	-5	-4	-2	1
COc1ccc(S(=O)(=O)Nc2cc3c(cc2C(C)=O)OCO3)cc1
→ -1	-3	-5	-17	2.2	11	8	-14	1
COc1cccc(NC(=O)CNC(=O)c2ccc(C)cc2)c1
→ -15	-5	0	1	1.5	26	-2	1	1
COc1ccc(OC)c(N(C(=O)c2ccco2)C(C(=O)NC2CCCC2)c2ccc(N3CCOCC3)cc2)c1 (centres undefined)
→ -13	10	-1	4	0.6	-1	-6	-1	1
O=C(COc1ncnc2sccc12)N1CCN(S(=O)(=O)c2ccc(Cl)cc2)CC1
→ 2	6	-14	0	0.3	5	-11	-11	2
Cc1cc(C)cc(CC(=O)N2CCC2(C)C(=O)NS(=O)(=O)c2cccc(F)c2)c1 (centres undefined)
→ 0	-1	4	5	0.2	-8	-13	0	0
CCC(=O)Nc1ccc(NCc2ccc(-c3ccccc3)cc2)cc1
→ 7	5	-4	1	0.1	9	6	-1	2
COc1ccc(CN(C)S(=O)(=O)c2c(C)noc2C)cc1OC
→ -4	4	-6	9	1.3	5	-6	3	1
COC(=O)Oc1ccc(/C=N/NC(=O)CN(c2ccccc2Cl)S(C)(=O)=O)cc1OC
→ 7	5	-7	0	0.6	-1	9	0	4
O=C(O)c1cc(Cl)c(Cl)cc1C(=O)NCc1ccco1
→ -2	8	-5	-1	0.4	-1	-4	2	0

# Reformatted tab-delimited: part of the list above.
SMILES	CHO-K1 Ca antag	M5 antag	CHRM5 PAM	M4 PAM	CHO-K1 Ca ag	M1 PAM parental	CHRM4 antagonist	CHRM5 agonist	M4 ag
CCOC(=O)c1c[nH]n(-c2ccccc2)c1=O	-1	7	2	5	0.5	16	5	-2	0
COc1cc(/C=N/n2c(-c3n[nH]c4c3CCC4)n[nH]c2=S)ccc1O	-9	1	-12	2	0.1	-1	4	-4	1
NC(=O)N1CCCC1C(=O)Nc1ccc(Cl)c(Cl)c1 (centres undefined)	9	-5	-2	-7	2.4	0	-7	3	5
CCCC(CC)Sc1nc2c([nH]1)c(=S)n(C)c(=O)n2C (centres undefined)	-13	12	-6	2	0.0	10	-10	-2	4
C=C(C)CN1C(=O)C2(OCCO2)c2cc(Br)ccc21	-5	-11	9	-2	0.3	13	2	3	-1
CCC[C@@H]1C=C(C(=O)OCC)[C@H](c2ccccc2)N1S(=O)(=O)c1ccc(C)cc1	8	-3	-4	-7	0.8	6	-7	-1	-2
CC(=O)NC(CC(=O)Nc1nc(-c2ccccc2)c(C(C)=O)s1)c1ccccc1 (centres undefined)	-6	6	-5	-4	1.6	8	10	-2	4
COc1ccc(S(=O)(=O)N2CCN(C)CC2)cc1Br	-7	5	-1	-2	-0.2	18	-1	-6	0
CC12CCCCN1CCCc1c2[nH]c2ccccc12 (centres undefined)	-21	0	-8	-12	0.8	-1	0	-5	1
CCN(c1ccccc1)S(=O)(=O)c1ccc(OC)c(NC(=O)c2ccco2)c1	0	0	-2	-2	1.4	-4	-12	0	4
COP(=O)(CC(=O)c1ccccc1)CC(=O)c1ccccc1	8	-12	6	9	-0.2	-9	-3	0	2

# The list continues.
# The line under a structure holds: CHO-K1 Ca antag	M5 antag	CHRM5 PAM	M4 PAM	CHO-K1 Ca ag	M1 PAM parental	CHRM4 antagonist	CHRM5 agonist	M4 ag
Cc1nnc(SCC(=O)Nc2sccc2C#N)s1
→ 1	-9	1	1	0.6	-5	-7	-4	1
CN(CC(=O)Nc1cccc(S(=O)(=O)N2CCCC2)c1)CC(=O)Nc1ccc(F)c(F)c1F
→ -6	3	0	17	0.9	15	-12	2	3
CCN(CC)S(=O)(=O)c1ccc(N/N=C(\C)c2ccc(OC)cc2O)nc1
→ 12	5	-6	-2	0.9	3	-5	-4	1
O=C(N/N=C/c1cc(Cl)ccc1O)C(=O)Nc1ccccc1OC(F)(F)C(F)F
→ -14	3	-1	-8	1.9	12	5	0	2
Fc1cccc(/C=N/Nc2nncc3ccccc23)c1
→ -4	13	-9	-6	2.8	0	0	-1	8
CC(=O)c1ccc(N2CCN(C(=O)C3CCCN(S(=O)(=O)c4cnc[nH]4)C3)CC2)cc1 (centres undefined)
→ 14	-1	-1	4	-0.3	-6	8	0	0
COc1ccc(C(=O)/C=C/Nc2cccc(O)c2)cc1
→ -5	3	1	14	1.5	13	-1	1	0
CCOC(=O)N1CCC(N2CC34C=CC(O3)C(C(=O)O)C4C2=O)CC1 (centres undefined)
→ -4	2	-2	11	0.5	11	-6	3	1
CC(=O)c1ccc(N2CCN(CN3C(=O)CC4(CCCC4)C3=O)CC2)c(F)c1
→ -7	6	-5	-5	1.1	1	2	-2	1
COc1ccc(CNC(=O)C2CCN(S(=O)(=O)c3ccc(Br)s3)CC2)cc1
→ -10	17	-6	-10	7.7	3	-7	0	9
CC1(C)Cc2c(c(N3CCOCC3)nc3sc4c(NCCN)ncnc4c23)CO1
→ -6	1	8	23	0.2	6	-10	3	1
COc1ccccc1-n1ccnc1SCC(=O)NC(C)(C)C
→ -2	5	-5	-3	0.3	-8	4	0	-1
Cc1ccc(C(CNC(=O)c2ccco2)N2CCN(C)CC2)cc1 (centres undefined)
→ -1	10	-4	-4	-0.2	-5	10	-4	-1
O=C(C1CC1)N1CCN(c2ccc([N+](=O)[O-])cc2-n2cccc2)CC1
→ -7	12	-10	-11	2.2	9	-7	2	5
Cn1cc(-c2nc3ccccc3[nH]2)c2ccccc21
→ -1	0	-3	2	0.1	12	-4	-6	3
CCOc1ccccc1NC(=O)N1CCCC1C(=O)NCc1cccs1 (centres undefined)
→ -13	7	-1	14	0.3	4	-40	-2	1
Cc1cc(C)nc(NNC2=CC(=O)CC(C)(C)C2)n1
→ 16	7	-1	-2	-0.3	-11	-4	-4	/
COC(=O)c1ccc(NC(=O)c2cn(-c3ccccc3)nc2-c2ccncc2)cc1
→ -6	-13	-2	10	1.3	1	-17	0	2
Cc1cccc(OCCC(=O)Nc2ccc(F)c(Cl)c2)c1
→ -7	1	-5	-4	2.0	12	3	-4	2
CCOCCCNC(=O)CCc1ccc(S(=O)(=O)Nc2ccc(C)cc2)cc1
→ 1	-5	0	1	0.5	7	-5	4	3
O=C(Nc1ccc(Cl)c(Cl)c1)N1CCCCCC1
→ -5	7	-4	8	2.0	9	-2	-3	1
O=C(NCc1ccccc1)C(c1cc2ccccc2o1)n1c(=O)c(-c2ccccc2)nc2ccccc21 (centres undefined)
→ /	-7	1	-4	/	/	-16	3	2
Cc1cc(OCC(=O)NNC(=O)c2cccc(F)c2)ccc1Cl
→ 1	10	-1	5	0.1	-11	-6	3	1
N#CC(C#N)=Cc1c[nH]c(=O)c(C#N)c1Nc1ccccc1
→ -4	5	1	-1	0.9	4	5	5	0
CCn1c(SCc2nc(-c3ccc(Cl)cc3)no2)nnc1-c1ccco1
→ -10	6	-5	-2	2.8	11	-1	-3	5
CCN(CC)S(=O)(=O)c1ccc(O)c(C(=O)OCC(=O)Nc2ccc(OC(F)(F)F)cc2)c1
→ 3	2	-5	0	3.0	5	-15	1	6
O=C(NCCSCc1ccccc1)c1ccc(C2SCC(=O)N2Cc2ccccc2)cc1 (centres undefined)
→ 2	14	-24	-18	1.4	-8	34*	-6	9
Cc1cc(C(=O)OCC(=O)Nc2ccc(F)cc2[N+](=O)[O-])c2ccccc2n1
→ -3	-11	2	-6	0.0	19	-1	1	2
CC(=O)c1ccc(Nc2ccc(-c3ccccc3C)nn2)cc1
→ -3	-6	-6	-5	2.2	14	-6	-1	7
Cc1ccc(C(=O)N2CCN(c3ncc(C(F)(F)F)cc3Cl)CC2)s1
→ 9	6	-5	0	0.6	10	-10	-3	3
CCOC(=O)c1cc2ccccc2nc1C
→ 5	-2	-1	1	0.5	10	13	-2	1
